# DYRK1A inh: inhibitors of rat Dyrk1A kinase | Q63470 | ADP-Glo luminescence, NFATc1 peptide | inhibition, % at 12.5 µM | 0.43% of 310,000 active | AID 504441; in the data active = inhibition above about 50%;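 note: plate controls were vehicle with enzyme for no effect and no enzyme for full effect; many of its hits are not listed in these tables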
# hERG protect: compounds protecting human hERG from proarrhythmic drug block; Q12809; CHO-hERG, FluxOR thallium flux, dofetilide IC70 present; activation (rescue from dofetilide block), less the hit threshold, % at 10 µM; 0.51% of 310,000 active; AID 1511;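 active = activation above the mean of controls blocked by dofetilide plus 5 SD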;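 note: thallium influx through hERG after potassium depolarization seen as dye fluorescence rise; in these data hits start at about 4.7%; inactives centre near -7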
# KCNK9 inh: blocks the human KCNK9 two-pore domain potassium channel; Q9NPC2; HEK293 KCNK9, FluxOR thallium flux fluorescence; stronger effect = lower value; B-score at 10 µM; 1.2% of 310,000 active; AID 488922;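 active = ratio B-score over 3 SD below the library mean, with starting fluorescence within 5 SD of its mean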;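 note: negative B-score means less thallium flux so channel inhibition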
# Target sequence (Q9NPC2 whole entry, looked up, the tested form may be a part): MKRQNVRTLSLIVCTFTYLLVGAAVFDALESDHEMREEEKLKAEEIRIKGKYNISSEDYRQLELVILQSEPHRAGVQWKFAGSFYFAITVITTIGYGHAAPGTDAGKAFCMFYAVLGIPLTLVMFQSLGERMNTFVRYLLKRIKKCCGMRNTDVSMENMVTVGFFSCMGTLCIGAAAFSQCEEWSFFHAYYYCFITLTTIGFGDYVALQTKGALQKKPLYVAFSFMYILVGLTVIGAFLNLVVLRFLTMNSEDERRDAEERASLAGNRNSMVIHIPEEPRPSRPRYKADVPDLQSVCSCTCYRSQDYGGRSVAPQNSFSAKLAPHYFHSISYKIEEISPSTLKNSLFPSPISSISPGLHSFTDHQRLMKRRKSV
# KCNQ1 block: human KCNQ1 channel inhibition. P51787. CHO-K1 KCNQ1, FluxOR thallium flux fluorescence; stronger effect = higher value. B-score at 10 µM. 1.3% of 310,000 active;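 active = compounds whose thallium flux B-score, printed positive for inhibition, exceeds three library SD while starting fluorescence stays within three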;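 note: channel opened by potassium depolarization with thallium stimulus after 20 min compound exposure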
# KCNQ1 act: human KCNQ1 channel potentiation or activation; CHO-K1 KCNQ1, thallium flux FluxOR fluorescence; stronger effect = higher value; P51787; 0.35% of 310,000 active; B-score at 10 µM;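 active = fluorescence ratio B-score, a plate-corrected score, at least three library SD, with initial intensity B-score within 5 SD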
#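 Medium – assay buffer, equal DMSO in all wells · Material – CHO-K1 cell line with stable KCNQ1 potassium channel expression · Signal – kinetic FluxOR thallium fluorescence, 10-s 1-Hz baseline, 110-s post-stimulus read · Compound – single concentration per compound, DMSO matched to controls · Schedule – 37 °C overnight plating, 90-min dark dye load, 20-min compound pretreatment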
# GSK3A inh: blocks human GSK-3 alpha kinase; P49840; ADP-Glo luminescence, 60 min; inhibition, % at 10 µM; 0.1% of 320,000 active;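 in the data active = inhibition above about 50%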;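 note: GST-tagged GSK-3 alpha with peptide substrate and 25 µM ATP; 0% = DMSO neutral wells and 100% = GW8510 positive control wells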
# Target sequence (P49840 whole entry, looked up): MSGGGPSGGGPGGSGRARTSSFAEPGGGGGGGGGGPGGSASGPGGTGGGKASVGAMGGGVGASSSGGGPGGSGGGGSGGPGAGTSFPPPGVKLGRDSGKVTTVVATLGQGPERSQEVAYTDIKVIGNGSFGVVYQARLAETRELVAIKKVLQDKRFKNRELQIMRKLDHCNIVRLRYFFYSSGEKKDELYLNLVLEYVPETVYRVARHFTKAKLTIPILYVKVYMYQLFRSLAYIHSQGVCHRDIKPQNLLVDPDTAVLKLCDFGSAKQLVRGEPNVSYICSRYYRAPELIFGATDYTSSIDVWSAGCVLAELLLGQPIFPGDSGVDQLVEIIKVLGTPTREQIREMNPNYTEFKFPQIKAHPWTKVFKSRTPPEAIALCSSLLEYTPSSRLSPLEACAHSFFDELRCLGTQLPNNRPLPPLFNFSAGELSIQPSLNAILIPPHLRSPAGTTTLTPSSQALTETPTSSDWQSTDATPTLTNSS
# RGS4 inh: inhibitors of human RGS4; P49798; HEK293 M3R/RGS4 inducible, Fluo-4 calcium flux; stronger effect = higher value; triggered by carbachol at its EC20; B-score at 10 µM; 0.45% of 310,000 active;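 active = B-score, a plate-corrected calcium signal, over three deviations above library mean, with baseline fluorescence within five deviations of library mean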;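 note: RGS4 expression induced by doxycycline in cells with stable M3 receptor; B-score is computed from the integrated fluorescence ratio over baseline after carbachol; higher B-score means a larger calcium signal and so more RGS4 inhibition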
# Target sequence (P49798 whole entry, looked up): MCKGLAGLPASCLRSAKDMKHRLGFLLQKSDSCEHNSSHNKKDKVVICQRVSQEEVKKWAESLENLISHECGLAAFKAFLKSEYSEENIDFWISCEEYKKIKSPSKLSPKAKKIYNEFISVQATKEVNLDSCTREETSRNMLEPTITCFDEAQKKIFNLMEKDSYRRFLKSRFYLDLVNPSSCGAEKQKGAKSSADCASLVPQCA
# RGS4 act: RGS4 potentiation or activation. B-score at 10 µM. HEK293 M3R/inducible RGS4, carbachol calcium flux Fluo4; stronger effect = lower value. 0.92% of 310,000 active;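 active = B-score of the integrated calcium signal more than 4 SD below the library mean, with starting fluorescence not abnormally high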;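 note: negative B-score means reduced calcium response which marks RGS4 activation or potentiation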
#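 Also added: carbachol at ECmax as muscarinic agonist stimulus; Assay system: HEK293 cells with stable M3R and inducible RGS4; Timing: overnight RGS4 induction, 30 min dye load 37 °C, 20 min compound RT; Measured by: Fluo4-AM (2 µM) calcium-flux fluorescence, kinetic read.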
# PolyA inh: blocks polyadenylation in yeast reporter cells | 0.02% of 300,000 active | S. cerevisiae SKY197-pL101 polyadenylation reporter, beta-gal luminescence; efflux-impaired pdr1/pdr3 knockout yeast; score 100 = 6 SD above DMSO | calls only at 12 µM;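 active = lowest replicate activity score at least 50, where 100 means six control SD above control mean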;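 note: yeast exposed to compound for 9 h at 30 °C; higher score means more reporter readthrough which indicates perturbed polyadenylation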
# GSK3beta inhib: human GSK3beta kinase inhibition | GST-GSK3beta kinase, ADP-Glo luminescence, 60 min; stronger effect = lower value | activity score (negative = inhibition), % at 10 µM | 0.038% of 300,000 active | AID 2097;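 active = more than half of replicate wells score below -50%, meaning over 50% inhibition versus plate controls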;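 note: 0% = median DMSO wells and -100% = median GW8510 positive control wells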
#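 Test system: GST-tagged human GSK3beta kinase, cell-free; evaluation: activity score scaled between in-plate DMSO and GW8510 controls; measured by: ADP-Glo luminescence; incubation: 60 min reaction, RT; benchmarks: DMSO and 20 µM GW8510; reagent: peptide substrate plus 25 µM ATP (final); medium: Tris/MgCl2 kinase buffer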
# KCNK3 inh: human KCNK3 channel inhibition, primary screen; CHO-KCNK3 thallium flux, FluxOR fluorescence; stronger effect = lower value; B-score at 10 µM; O14649; AID 602410; 0.84% of 340,000 active;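 active = B-score under library mean minus 4 SD, starting fluorescence ratio at most library mean plus 5 SD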;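 note: more negative B-score means stronger inhibition of thallium flux through KCNK3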
# * = called active by the depositor; i = inactive; x = not tested or not shown. A portion of the library. The share of hits here may be higher or lower than overall.
SMILES,DYRK1A inh,hERG protect,KCNK9 inh,KCNQ1 block,KCNQ1 act,GSK3A inh,RGS4 inh,RGS4 act,PolyA inh,GSK3beta inhib,KCNK3 inh
Cc1ccc(Oc2ncnc(N)c2[N+](=O)[O-])cc1C,0.6,-14.0,i,i,i,2.0,i,i,i,0.6,i
O=C(NC1CCCCC1)c1cc(-c2ccccc2Cl)on1,3.7,0.9,i,i,i,-0.9,i,i,i,2.4,i
COc1ccccc1NC(=O)C1CC(C)OC1=O (stereo not drawn),4.6,-10.4,i,i,i,-1.1,i,i,i,3.1,i
COc1ccccc1NS(=O)(=O)c1cc(C(=O)NCCC(C)C)ccc1F,-1.0,-2.3,i,i,i,-1.5,i,i,i,2.5,i
O=C(c1ccco1)N1CCN=C1SCc1ccccc1Cl,-0.5,-3.4,i,i,i,-1.7,i,i,i,1.2,i
Nc1cc(C(=O)OCC(=O)NCCNC(=O)COC(=O)c2ccc(Cl)c(N)c2)ccc1Cl,4.9,-14.3,i,i,i,-4.1,i,i,i,-5.9,i
COc1cc(NC(=O)c2ccnn2C)c(OC)cc1Cl,-1.8,-5.8,i,i,i,13.4,i,i,i,-3.7,i
CC(=O)NCCc1ccc(S(=O)(=O)N2CCN(c3nc(-c4ccccc4)c(C)s3)CC2)cc1,-1.3,-3.7,i,i,i,-3.9,i,i,i,-1.2,i
Cc1csc(NC(=O)CSc2nc3ccccc3s2)n1,10.0,-7.0,i,i,i,-1.3,i,i,i,2.0,i
CCCCOC(=O)c1ccc(NC(=O)c2ccccc2OC)cc1,3.8,-8.9,-9.19*,i,i,-0.3,i,i,i,1.0,i
O=C(COc1ncnc2ccccc12)NCc1ccc2c(c1)OCO2,-0.7,-1.1,i,i,i,-0.9,i,i,i,4.4,i
COc1ccc(CCN2C(=O)N(c3ccc(OC)cc3)C(=O)C2CC(=O)Nc2ccccc2)cc1 (stereo not drawn),9.2,-11.9,i,i,i,-2.5,i,i,i,0.8,i
Cc1ccc(C)c(C(=O)COC(=O)CCN2C(=O)C3C4CCC(C4)C3C2=O)c1 (stereo not drawn),-2.9,-4.5,i,i,i,x,i,i,i,-1.7,i
CCNC(=O)CN(CCc1ccccc1)S(C)(=O)=O,1.7,-6.7,i,i,i,-2.0,i,i,i,0.4,i
CCC(=O)Nc1cccc(NC(=O)CSc2nnnn2Cc2ccccc2)c1,-1.8,-9.6,i,i,i,-0.7,i,i,i,-2.7,i
CCOC(=O)C1C(=O)C=C(c2ccc([N+](=O)[O-])cc2)CC1c1ccccc1 (stereo not drawn),-3.6,-16.5,i,6*,i,0.3,i,i,i,2.0,i
CC(=O)NC(Cc1ccc(F)c(F)c1)C(=O)NC1CCN(S(=O)(=O)c2ccc(C)cc2)CC1 (stereo not drawn),-2.4,-11.2,i,i,i,x,i,i,i,4.6,i
Cc1ccc(N2CCN(CC(O)COc3ccccc3)CC2)cc1 (stereo not drawn),0.8,-2.7,i,i,i,-3.1,i,i,i,4.1,i
COC(=O)[C@@]12CCCCN1[C@H](c1ccc(-c3ccc(OC)cc3)cc1)[C@@H]1C(=O)N(C)C(=O)[C@@H]12,-5.7,-10.8,i,i,i,-2.0,i,i,i,-5.1,i
COc1ccc(CN(CC(=O)NC2CCCC2)C(=O)c2onc(C(N)=O)c2N)cc1,-0.3,-4.7,i,i,i,-1.4,i,i,i,2.8,i
CCOC(=O)C(=O)Nc1ccccc1C(=O)OC,-3.0,1.1,i,i,i,-0.8,i,i,i,0.2,i
COc1ccc(N2CCN(C(=O)C3CCC(Cn4c(=S)[nH]c5ccccc5c4=O)CC3)CC2)cc1 (stereo not drawn),-5.5,-12.5,i,i,i,1.1,i,i,x,3.8,i
O=C(C1CCCC1)N1CCC(CO)(Cc2ccccc2Cl)CC1,-1.1,-5.0,i,i,i,-0.8,i,i,i,1.0,i
Cc1nc([N+](=O)[O-])cn1CC(O)c1ccccc1 (stereo not drawn),x,-7.4,i,i,i,5.8,i,i,i,-0.2,i
O=C(NCc1ccccc1)/C(=C\c1ccccc1)NC(=O)c1ccco1,0.7,-5.8,i,i,i,16.5,i,i,i,-3.3,i

# (further entries)
SMILES,DYRK1A inh,hERG protect,KCNK9 inh,KCNQ1 block,KCNQ1 act,GSK3A inh,RGS4 inh,RGS4 act,PolyA inh,GSK3beta inhib,KCNK3 inh
Cc1ccc(NC(=S)NCc2ccccc2)c(C)c1,-4.4,-11.7,i,i,i,-0.7,i,i,i,-1.4,i
COc1cccc(CNS(=O)(=O)c2ccc(S(=O)(=O)NC3CC3)cc2)c1,3.2,-7.7,i,i,i,-4.5,i,i,i,0.5,i
Cc1ccc(Nc2nc(N)c([N+](=O)[O-])c(NCCO)n2)cc1C,6.6,-7.4,i,i,i,42.2,i,i,i,-10.8,i
N#CCCNS(=O)(=O)c1ccc(C(=O)OCCCOC(=O)c2ccc(S(=O)(=O)NCCC#N)cc2)cc1,2.0,-7.5,i,i,i,-2.9,i,i,i,1.4,i
COc1ccc(CNC(=O)c2sc3nc4c(c(C(F)(F)F)c3c2N)CCC4)cc1OC,-0.3,-7.8,i,i,i,0.0,i,i,i,-2.1,i
CC(=O)c1sc(-c2ccccc2)nc1C,5.4,-6.1,i,i,i,0.2,i,i,i,-1.0,i
O=C(CCNC(=O)c1ccccc1)OCC(=O)c1cccc(Cl)c1,-8.3,-1.6,i,i,i,-1.8,i,i,i,-3.7,i
CCCCc1cc(=O)oc2cc(OCC(=O)N(CC)CC)ccc12,6.6,-11.1,i,i,i,9.5,i,i,i,-2.2,i
O=[N+]([O-])c1ccc(-n2nnnc2-c2ccccc2)c([N+](=O)[O-])c1,4.3,-8.8,i,i,i,-1.7,i,i,i,-26.9,i
O=C(CCCCCn1c(=S)[nH]c2cc3c(cc2c1=O)OCO3)NCCc1ccccc1,-2.7,-6.6,i,i,i,-0.1,i,i,i,-2.2,i
Cn1c(=O)n(CC(=O)O)c(=O)c2c1nc1n2CCCN1CCc1ccccc1,-4.4,-8.5,i,i,i,0.8,i,i,i,-1.5,i
COCCNC(=S)N/N=C/c1c(C)[nH]c2ccccc12,4.8,-9.7,i,i,i,-2.1,i,i,i,-0.2,i
CCc1ccc(S(=O)(=O)N/N=C\c2ccc([N+](=O)[O-])o2)cc1,1.2,-8.5,i,i,i,-1.6,i,i,i,-1.2,i
O=C(CCCC(=O)NCC1CCCO1)NCC1CCCO1 (stereo not drawn),1.3,-3.1,i,i,i,-1.0,i,i,i,1.0,i
O=C(c1cc(COc2ccc(F)c(F)c2)on1)N1CCOCC1,0.5,-6.2,i,i,i,-8.0,i,i,i,-21.4,i
COC(=O)c1cc(OC)c(OC)cc1NC(=O)CSc1nnc(-c2cccnc2)n1C,-0.2,-4.2,i,i,i,-0.2,i,i,i,0.1,i
C#CCNC(=O)C1=C[C@@H](C2CC2)[C@H](CCCO)[C@@H](OCC)O1,-2.6,-8.1,i,i,i,2.1,i,i,i,-3.8,i
Cc1ccc(Cl)c(OCCCCN(C)Cc2ccccc2)c1,3.6,-9.2,i,i,i,2.0,i,i,i,-0.4,i
CCOc1cc(/C=C(/NC(C)=O)C(=O)O)cc(Cl)c1OCc1ccc(Br)cc1,0.3,-9.5,i,i,i,-1.6,i,i,i,1.5,i
Nc1ncnc(Nc2ccc(S(N)(=O)=O)cc2)n1,2.7,-7.0,i,i,i,3.6,i,i,i,-4.6,i
Cc1ccc(C)c2[nH]c(=O)c(CCNS(=O)(=O)c3ccccc3)cc12,3.3,-13.6,i,i,i,-0.1,i,i,i,-4.7,i
CCOc1ccc(CCNC(=O)c2ccc(CS(=O)Cc3ccc(Cl)cc3)o2)cc1OCC (stereo not drawn),-1.3,-22.5,i,i,i,3.6,i,i,i,0.7,i
N#C/C(=C\c1c(N2CCCCCC2)nc2ccccn2c1=O)C(=O)NC1CCS(=O)(=O)C1 (stereo not drawn),-13.5,-10.1,i,i,i,x,i,i,i,0.3,i
CN1CCN(c2ccccc2NC(=O)c2ccc(-c3cccc(Cl)c3)o2)CC1,14.7,-28.0,i,i,i,3.8,i,-8.49*,i,0.8,i
Cc1ccc(NC(=O)CCn2nnc3ccccc32)c(C)c1,-1.7,0.6,i,i,i,-0.1,i,i,i,-0.4,i

# Continued:
SMILES,DYRK1A inh,hERG protect,KCNK9 inh,KCNQ1 block,KCNQ1 act,GSK3A inh,RGS4 inh,RGS4 act,PolyA inh,GSK3beta inhib,KCNK3 inh
COc1ccc(C2Nc3ccccc3C(=O)N2Cc2ccccc2)cc1CSc1ccccn1 (stereo not drawn),7.2,-11.4,i,i,i,-0.3,i,i,i,-2.5,i
COc1ccc(NS(=O)(=O)c2cccc3nsnc23)cc1Cl,0.5,-8.3,i,i,i,0.4,i,i,i,3.1,i
COc1cccc(CN2CCCCC2C(=O)O)c1 (stereo not drawn),0.0,-1.7,i,i,i,-3.3,i,i,i,-0.2,i
CCOc1ccc(NC(=O)c2cccc(NC(=O)c3ccccc3)c2)cc1,6.8,-3.1,i,i,i,-4.5,i,i,i,0.0,i
CCC(=O)N1CCCc2cc(S(=O)(=O)N3CCN(c4ncccn4)CC3)ccc21,3.0,-5.0,i,i,i,-2.6,i,i,i,-1.5,i
CCN(c1ccc(F)cc1)S(=O)(=O)c1cccc2nsnc12,2.4,-4.9,i,i,i,-2.4,i,i,i,0.6,i
CC1CN(C(=O)c2cc(COc3c(F)cccc3F)on2)CCN1C (stereo not drawn),x,-5.2,i,i,i,0.9,i,i,i,-2.9,i
Cc1c(C(=O)N(C)Cc2cccc(F)c2)oc2c(Cl)cccc12,19.5,-10.3,-13.9*,i,i,3.3,i,i,i,-0.4,-10.7*
O=C(NNC1=Nc2ccccc2SC1)c1ccc(Cl)cc1,19.5,-9.1,i,i,i,0.2,i,i,i,1.3,i
CCN(Cc1ccccc1)S(=O)(=O)c1c(C)[nH]c(C)c1C(=O)N1CCCC1,0.4,-9.2,i,i,i,-1.7,i,i,i,-1.7,i
CC(C)OCCCNC(=O)CN1CCN(Cc2ccccc2Cl)C1=O,3.2,-5.8,i,i,i,-0.5,i,i,i,-1.0,i
O=C(Nc1nc2ccccc2[nH]1)c1cccc([N+](=O)[O-])c1,12.8,-3.8,i,i,i,1.9,i,i,i,-0.4,i
CC(C)CC(=O)NCCNC(=O)c1cc(OCC(F)(F)F)ccc1OCC(F)(F)F,13.2,-5.4,i,i,i,-0.6,i,i,i,0.9,i
Cn1c(-c2cccc([N+](=O)[O-])c2)cnc1NCc1cccc([N+](=O)[O-])c1,1.3,-8.0,i,i,i,2.2,i,i,i,0.1,i

# Source: PubChem
